SIAH1 antagonists: Siah-1 peptide-binding antagonists, primary screen, biochemical, fluorescence polarization, rhodamine-plectin, uHTS (AID 1817) | hit rate 0.02% among 290,000 | Siah-1 / rhodamine-plectin peptide fluorescence polarization; higher % means a stronger effect | displacement, % at 20 µM; hits with a dose series show IC50 in µM;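 active = displacement of at least 50% at 20 µM, with a fluorescence ratio check between 0.3 and a set limit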;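 note: plate controls were Siah plus tracer with DMSO for no effect and tracer alone without Siah for full effect; strong numbers were not always called active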
LYP phosphatase: inhibitors of LYP phosphatase, biochemical, fluorescence intensity, uHTS (AID 1779); recombinant LYP phosphatase, fluorescence intensity; higher % means a stronger effect; one-dose inhibition, % at 11.5 µM; IC50 in µM for titrated hits; hit rate 0.054% among 290,000; in the data active = inhibition above about 50%;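 note: plate controls were vehicle with enzyme for no effect and no enzyme for full effect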
Large T inhibition: SV40 large T antigen inhibitors, biochemical (AID 1903). inhibition, % at 20 µM; hits with a dose series show IC50 in µM. SV40 large T antigen ATPase/helicase inhibition assay; higher % means a stronger effect. hit rate 0.39% among 310,000; in the data active = a potency from the dose series; note: strong numbers were not always called active
RSV antiviral HEp-2: RSV antiviral activity via CPE protection, HEp-2 cells, primary 10 µM value included (AID 2391). HEp-2 cells, RSV-induced CPE inhibition; higher % means a stronger effect. one-dose CPE inhibition, % at 10 µM; IC50 in µM for titrated hits. hit rate 0.13% among 310,000; in the data active = a potency from the dose series; note: strong numbers were not always called active
AID2073: disruptors of CaV2.2 binding to Mint1 – biochemical, HTRF (AID 2073); HTRF protein-protein interaction, Mint1-CaV2.2; higher % means a stronger effect; hit rate 0.19% among 290,000; inhibition, % at 20 µM, or IC50 in µM where a hit was titrated; in the data active = inhibition mostly above about 51%, no sharp cut-off; note: some results filed as inactive read as strong as hits
XIAP displacement: XIAP antagonists, biochemical, IAP family, fluorescence polarization (AID 1018); XIAP BIR domain, fluorescence polarization peptide displacement; higher % means a stronger effect; displacement, % at 20 µM, or IC50 in µM where a hit was titrated; hit rate 0.007% among 200,000; in the data active = displacement above about 50%; note: a part of the inactive calls stands beside numbers as strong as those of hits
HIV fusion peptide: inhibitors of HIV fusion peptide binding, primary screen, biochemical, uHTS, fluorescence dequenching (AID 1986); cell-free peptide binding, fluorescence dequenching, 30 min; higher % means a stronger effect; one-dose inhibition, % at 20 µM; IC50 in µM for titrated hits; hit rate 0.3% among 290,000; in the data active = inhibition mostly above about 52%, no sharp cut-off; inactive = mostly below about 76%; note: some results filed as inactive read as strong as hits
Rac1 GTP hydrolysis: MgcRacGAP GTPase-activating activity inhibitors, confirmation, biochemical, ADP Hunter fluorescence. hit rate 0.6% among 340,000. AID 624330. MgcRacGAP-stimulated Rac1 GTP hydrolysis, ADP Hunter fluorescence; higher % means a stronger effect; GST-tagged Rac1 F28L mutant substrate. one-dose inhibition, % at 30 µM; IC50 in µM for titrated hits;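 active = first-screen hits whose inhibition reached a set limit at any dose in the follow-up dose series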;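 note: fluorescence reports GDP produced by GAP-driven GTP hydrolysis; strong numbers were not always called active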
Dengue-2 NS5 capping: flavivirus cap methylation enzyme inhibition – biochemical, confirmation dose response, primary screen (AID 588689) | Dengue-2 NS5 methyltransferase capping enzyme assay, biochemical; higher % means a stronger effect | hit rate 0.3% among 340,000 | one-dose inhibition, % at 25 µM; IC50 in µM for titrated hits; in the data active = a potency from the dose series
Active calls of the source: *.

Screening O=C(/C=C/c1ccco1)N1CCN(c2ccccc2)CC1 returned SIAH1 antagonists 5%, LYP phosphatase 4%, Large T inhibition 7%, RSV antiviral HEp-2 0.9%, AID2073 24%, XIAP displacement -5.1%, HIV fusion peptide 17%, Rac1 GTP hydrolysis 8% and Dengue-2 NS5 capping 0%.
`COc1ccc(CNc2cc(C)cc(C)c2)cc1OC` gave SIAH1 antagonists 2%, LYP phosphatase -8%, Large T inhibition 8%, RSV antiviral HEp-2 9.4%, AID2073 2% and HIV fusion peptide 0.4%.
Cc1ccc(N2CC(C(=O)NCCN3CCOCC3)CC2=O)cc1C (configuration not stated) was read as SIAH1 antagonists -8%, LYP phosphatase -1%, Large T inhibition 0%, RSV antiviral HEp-2 0.6%, AID2073 0%, HIV fusion peptide -1.5%, Rac1 GTP hydrolysis 3% and Dengue-2 NS5 capping -13%.
Screening O=C(NCCC1=CCCCC1)C1CCN(S(=O)(=O)c2ccc(-n3cnnn3)cc2)CC1 returned SIAH1 antagonists 2%, LYP phosphatase -3%, Large T inhibition 1%, AID2073 4%, XIAP displacement -2.5%, HIV fusion peptide -1.7%, Rac1 GTP hydrolysis 12% and Dengue-2 NS5 capping 1%.
For O=C(COC(=O)c1ccccc1Br)Nc1cc(S(=O)(=O)N2CCOCC2)ccc1N1CCCC1 the results were SIAH1 antagonists -6%, LYP phosphatase 0%, Large T inhibition 1%, RSV antiviral HEp-2 1.7%, AID2073 9%, XIAP displacement -6.9%, HIV fusion peptide -0.2%, Rac1 GTP hydrolysis 7% and Dengue-2 NS5 capping -10%.
`CCOc1ccc(C(C)=O)cc1COC(=O)C1=COCCO1` gave SIAH1 antagonists -5%, LYP phosphatase -1%, Large T inhibition 6%, RSV antiviral HEp-2 -0.7%, AID2073 2%, XIAP displacement -3.4%, HIV fusion peptide 2.0%, Rac1 GTP hydrolysis 2% and Dengue-2 NS5 capping -4%.
`O=C(O)c1ccc(N=NN2CCOCC2)cc1` gave SIAH1 antagonists 6%, LYP phosphatase 3%, Large T inhibition 13%, RSV antiviral HEp-2 1.6%, AID2073 -8%, XIAP displacement -6.8%, HIV fusion peptide 2.3%, Rac1 GTP hydrolysis 6% and Dengue-2 NS5 capping -3%.
For Cc1cc(F)ccc1NC(=O)c1cnccn1 the results were SIAH1 antagonists -4%, LYP phosphatase -10%, Large T inhibition 1%, RSV antiviral HEp-2 1.5%, AID2073 -1%, XIAP displacement -15%, HIV fusion peptide 1.5%, Rac1 GTP hydrolysis 9% and Dengue-2 NS5 capping 2%.
Screening Cc1cccc(C(=O)C2CCN(S(=O)(=O)c3ccc(C(=O)O)cc3)CC2)c1 returned SIAH1 antagonists -4%, LYP phosphatase -3%, Large T inhibition -1%, RSV antiviral HEp-2 1.1%, AID2073 22%, HIV fusion peptide 0.3%, Rac1 GTP hydrolysis 11% and Dengue-2 NS5 capping -8%.
CCCCNC(=O)c1onc(CSc2ccccc2F)c1C(=O)O was read as SIAH1 antagonists 2%, LYP phosphatase -7%, Large T inhibition 13%, RSV antiviral HEp-2 -0.4%, AID2073 -6%, XIAP displacement -11%, HIV fusion peptide 1.1%, Rac1 GTP hydrolysis 4% and Dengue-2 NS5 capping -10%.
Screening O=C(CN(C(=O)CNC(=O)c1cccs1)c1ccc(F)cc1)NC1CCCC1 returned SIAH1 antagonists 9%, LYP phosphatase -4%, Large T inhibition 5%, RSV antiviral HEp-2 0.8%, AID2073 0%, HIV fusion peptide -0.2%, Rac1 GTP hydrolysis 4% and Dengue-2 NS5 capping -9%.
For CCN(CC(=O)NCCc1ccc(S(N)(=O)=O)cc1)Cc1ccccc1 the results were SIAH1 antagonists 1%, LYP phosphatase -4%, Large T inhibition 13%, RSV antiviral HEp-2 0.6%, AID2073 -1%, HIV fusion peptide -0.9%, Rac1 GTP hydrolysis 2% and Dengue-2 NS5 capping 4%.

Fetched by structure from the list above:
For Cc1cc(F)ccc1NC(=O)c1cnccn1 the results were SIAH1 antagonists -4%, LYP phosphatase -10%, Large T inhibition 1%, RSV antiviral HEp-2 1.5%, AID2073 -1%, XIAP displacement -15%, HIV fusion peptide 1.5%, Rac1 GTP hydrolysis 9% and Dengue-2 NS5 capping 2%.
Screening O=C(CN(C(=O)CNC(=O)c1cccs1)c1ccc(F)cc1)NC1CCCC1 returned SIAH1 antagonists 9%, LYP phosphatase -4%, Large T inhibition 5%, RSV antiviral HEp-2 0.8%, AID2073 0%, HIV fusion peptide -0.2%, Rac1 GTP hydrolysis 4% and Dengue-2 NS5 capping -9%.

(list continues)
Screening CC(C)Cc1nnc(NC(=O)c2ccc(N3CCCC3=O)cc2)s1 returned Large T inhibition 11%, RSV antiviral HEp-2 2.6%, Rac1 GTP hydrolysis 7% and Dengue-2 NS5 capping 2%.
`CCOC(=O)C1Cc2c([nH]c3ccccc23)CN1` (configuration not stated) gave SIAH1 antagonists -2%, LYP phosphatase 0%, Large T inhibition 9%, RSV antiviral HEp-2 2.4%, AID2073 2%, XIAP displacement -22%, HIV fusion peptide -0.5%, Rac1 GTP hydrolysis 7% and Dengue-2 NS5 capping -2%.
Screening Cc1csc(SCC(=O)NC2CCCCC2)n1 returned SIAH1 antagonists 2%, LYP phosphatase -4%, Large T inhibition 22%, RSV antiviral HEp-2 1.4%, AID2073 -9%, XIAP displacement -0.1%, HIV fusion peptide -0.7%, Rac1 GTP hydrolysis 7% and Dengue-2 NS5 capping -8%.
For NC(=O)c1ccccc1NC(=O)Nc1cccc(Cl)c1 the results were SIAH1 antagonists 14%, LYP phosphatase -1%, Large T inhibition 3%, RSV antiviral HEp-2 -0.7%, AID2073 16%, XIAP displacement -3.8%, HIV fusion peptide 0.1%, Rac1 GTP hydrolysis -3% and Dengue-2 NS5 capping -6%.
For COc1cccc(-c2nnc(NC(=O)c3ccc(Cl)s3)o2)c1 the results were SIAH1 antagonists -11%, LYP phosphatase 0%, Large T inhibition 5%, RSV antiviral HEp-2 -1.7%, AID2073 7%, XIAP displacement -9.8%, HIV fusion peptide 25%, Rac1 GTP hydrolysis 5% and Dengue-2 NS5 capping -2%.
Screening Cc1cccc(N2CCN(Cc3ccc([N+](=O)[O-])o3)CC2)c1C returned SIAH1 antagonists 4%, LYP phosphatase -10%, Large T inhibition 7%, RSV antiviral HEp-2 14%, AID2073 -4%, HIV fusion peptide 0.2%, Rac1 GTP hydrolysis 28% and Dengue-2 NS5 capping -3%.
For Cc1ccc(C(=O)CSc2ncn[nH]2)cc1 the results were SIAH1 antagonists 3%, LYP phosphatase -7%, Large T inhibition 11%, RSV antiviral HEp-2 -0.4%, AID2073 1%, XIAP displacement -5.9%, HIV fusion peptide -1.4%, Rac1 GTP hydrolysis 9% and Dengue-2 NS5 capping -20%.
Screening Cc1cccc(N2CCN(CC(=O)Nc3ccc(S(=O)(=O)N4CCOCC4)cc3)CC2)c1C returned SIAH1 antagonists -3%, LYP phosphatase 3%, Large T inhibition -3%, RSV antiviral HEp-2 3.1%, AID2073 -6%, HIV fusion peptide 0.1%, Rac1 GTP hydrolysis -2% and Dengue-2 NS5 capping -5%.
For COC(=O)c1ccc(NC(=O)c2cc[n+](Cc3ccccc3)cc2)cc1 the results were SIAH1 antagonists 2%, LYP phosphatase -6%, Large T inhibition 7%, RSV antiviral HEp-2 0.1%, AID2073 2%, HIV fusion peptide -1.6%, Rac1 GTP hydrolysis -6% and Dengue-2 NS5 capping -8%.
Screening Cn1c(N)c(C(=O)c2cc(-c3ccccc3)nc3ccccc23)c(=O)n(C)c1=O returned SIAH1 antagonists -9%, LYP phosphatase 0%, Large T inhibition 2%, RSV antiviral HEp-2 1.1%, AID2073 -6%, XIAP displacement -6.1%, HIV fusion peptide -0.5%, Rac1 GTP hydrolysis 6% and Dengue-2 NS5 capping 1%.
`CSc1ccccc1NC(=O)Nc1cccc(F)c1` gave SIAH1 antagonists 4%, LYP phosphatase -4%, Large T inhibition 12%, RSV antiviral HEp-2 18%, AID2073 -4%, XIAP displacement -3.7%, HIV fusion peptide 0.2%, Rac1 GTP hydrolysis 14% and Dengue-2 NS5 capping 3%.
O=C(Cc1n[nH]c(=O)c2ccccc12)NCc1ccccc1 was read as SIAH1 antagonists 4%, LYP phosphatase 2%, Large T inhibition 7%, RSV antiviral HEp-2 1.4%, AID2073 6%, XIAP displacement 0.0% and HIV fusion peptide -0.6%.
`CSc1cccc(NS(=O)(=O)c2cccs2)c1` gave SIAH1 antagonists 8%, LYP phosphatase 1%, Large T inhibition 1%, RSV antiviral HEp-2 2.6%, AID2073 6%, XIAP displacement -1.9%, HIV fusion peptide -0.8%, Rac1 GTP hydrolysis 0% and Dengue-2 NS5 capping -4%.
For CNc1nc(Nc2ccc(C)c(Cl)c2)nc(N)c1[N+](=O)[O-] the results were SIAH1 antagonists 2%, LYP phosphatase 5%, Large T inhibition 7%, RSV antiviral HEp-2 -1.8%, AID2073 64%, XIAP displacement -6.6%, HIV fusion peptide 0.1%, Rac1 GTP hydrolysis 3% and Dengue-2 NS5 capping -1%.
CCC(=O)Nc1cccc(C2=NOC3(C2)C[C@@H](C(N)=O)N(C(=O)C2(C)CC2)C3)c1 (some centres not stated) was read as SIAH1 antagonists -6%, LYP phosphatase -10%, Large T inhibition 2%, RSV antiviral HEp-2 2.0%, AID2073 4%, HIV fusion peptide 0.5%, Rac1 GTP hydrolysis 11% and Dengue-2 NS5 capping -2%.
CCCCN(C)C(=O)C(Cc1ccccc1)NS(=O)(=O)c1ccc2c(c1)CCC(=O)N2 (configuration not stated) was read as SIAH1 antagonists 4%, LYP phosphatase -7%, Large T inhibition 15%, RSV antiviral HEp-2 -1.2%, AID2073 -1%, XIAP displacement -4.0%, HIV fusion peptide -1.6%, Rac1 GTP hydrolysis 0% and Dengue-2 NS5 capping -1%.
For O=C(O)/C(=C\c1cccs1)c1ccccc1 the results were SIAH1 antagonists -2%, LYP phosphatase 3%, RSV antiviral HEp-2 1.9%, AID2073 9%, XIAP displacement -6.8%, HIV fusion peptide -1.5%, Rac1 GTP hydrolysis 8% and Dengue-2 NS5 capping 5%.
Screening O=C(CSc1nc(-c2ccccc2)cs1)Nc1ccccc1[N+](=O)[O-] returned SIAH1 antagonists 1%, LYP phosphatase -1%, Large T inhibition 19%, RSV antiviral HEp-2 10%, AID2073 4%, XIAP displacement -3.2%, HIV fusion peptide -1.3%, Rac1 GTP hydrolysis -6% and Dengue-2 NS5 capping 2%.
Screening O=C(Nc1cccc(C(F)(F)F)c1)C1CCCN(c2ncccn2)C1 (configuration not stated) returned SIAH1 antagonists 3%, LYP phosphatase -2%, Large T inhibition 3%, RSV antiviral HEp-2 0.1%, AID2073 5%, XIAP displacement -3.7%, HIV fusion peptide 1.0%, Rac1 GTP hydrolysis 7% and Dengue-2 NS5 capping 0%.
For CC(C)(C)c1nc2c(s1)CCc1onc(-c3ccc(Br)cc3)c1-2 the results were Large T inhibition 7%, RSV antiviral HEp-2 -1.0%, Rac1 GTP hydrolysis 3% and Dengue-2 NS5 capping -4%.
Screening CC(C)OCCCn1c(-c2ccc(Br)cc2)c[nH]c1=S returned SIAH1 antagonists 0%, LYP phosphatase -2%, Large T inhibition 5%, RSV antiviral HEp-2 1.4%, AID2073 8%, XIAP displacement -5.5%, HIV fusion peptide 1.1%, Rac1 GTP hydrolysis 9% and Dengue-2 NS5 capping -1%.
Screening CCOC(=O)c1ccccc1OCc1cc(/C=N/NC(=O)c2ccncc2)ccc1OC returned SIAH1 antagonists 4%, LYP phosphatase -4%, Large T inhibition 11%, RSV antiviral HEp-2 1.4%, AID2073 18%, HIV fusion peptide -1.2%, Rac1 GTP hydrolysis 1% and Dengue-2 NS5 capping -2%.
